NCI-60 one-dose screen, 48 h, at 10 µM unless noted. Numbers give growth in % (100 = growth as untreated, 0 = no growth, -100 = all killed).
ACHN = ACHN renal cancer | hit rate 4.9% among 81,000
A498 = A498 renal cancer cells; hit rate 5.4% among 76,000
UO-31 = UO-31 renal cancer. hit rate 5.2% among 81,000
RXF 393 = RXF 393 renal cancer cells | hit rate 6.9% among 77,000
CAKI-1 = CAKI-1 renal cancer; AID 1794772; hit rate 4.7% among 75,000
SN12C = SN12C renal cancer cells | hit rate 3.8% among 81,000 | AID 1794767
786-0 = 786-0 renal cancer cells; hit rate 5.1% among 81,000; AID 1794775
TK-10 = TK-10 renal cancer cells. hit rate 3.9% among 81,000. AID 1794769
Starred values were filed as active, the others as inactive; . = not tested or not shown. Rule for the calls: active = growth percent below 10; inactive = the rest.

SMILES	ACHN	A498	UO-31	RXF 393	CAKI-1	SN12C	786-0	TK-10
c1ccc2c([C@H]3C[C@H](c4c[nH]c5ccccc45)c4[nH]c5ccccc5c43)c[nH]c2c1	91	.	75	103	80	92	98	120
O=C1CCC23OC(c4ccccc4)(C(=O)c4ccccc4N12)C1Nc2ccccc2SCC(=O)N13 (configuration not stated)	84	76	72	16	.	82	63	88
Cc1ccc(C(=O)CSc2nnc3n2N=C(c2ccc(C)cc2)CS3)cc1	95	87	70	98	92	96	92	92
COc1ccc(-c2csc(NC(=O)CSc3nc(-c4ccccc4)cc(=O)[nH]3)n2)cc1	63	65	66	86	75	80	67	79
CC(C)/C=C/CC[C@](C)(O)[C@H]1CC[C@]2(C)[C@@H]1CC[C@@H]1[C@@]3(C)C/C(=C/c4cccnc4)C(=O)C(C)(C)[C@@H]3CC[C@]12C	99	99	80	94	70	90	107	160
O=C(O)c1cn(-c2ccccc2)nc1-c1ccc(O)cc1	99	74	89	108	.	99	97	106
N#Cc1ccc(-c2nn(-c3ccc(C(=O)O)cc3)cc2CNc2cc(Cl)cc(C(F)(F)F)c2)cc1	17	40	25	.	21	18	12	63
Nc1ncnc2sc(-c3ccccc3)c(-c3ccccc3)c12	50	83	74	60	76	66	94	92
Fc1ccc(CNc2c3ccccc3nc3ccccc23)cc1F	19	9.8*	16	7.4*	25	30	31	51
COc1ccc(Nc2ncnc3c2sc2ncccc23)cc1	95	76	92	94	93	108	109	124
CN1CCN(Cc2ccc(C(=O)Nc3ccc4ccccc4c3)cc2)CC1	92	73	65	93	84	83	100	90
O=C1C(Cl)=C(N/N=c2/[nH][nH]/c(=N/NC3=C(Cl)C(=O)c4ccccc4C3=O)c3ccccc23)C(=O)c2ccccc21	62	57	55	74	104	56	96	130
COc1ccc(C(=O)/C=N/O)cc1	115	106	89	111	104	105	99	115
N#Cc1c(N=Cc2ccccc2)n[nH]c1Nc1ccccc1	101	115	92	133	91	105	100	118
COC(=O)/C=C/CCCC1CCCCC1	104	101	89	110	99	100	102	96
NS(=O)(=O)Oc1ccc(-c2ccc3occc3c2)cc1	106	110	92	105	95	99	102	104
CC(=O)c1nn(-c2ccccc2)c2nc3nc(-c4cc5ccccc5o4)cc(-c4c[nH]c5ccccc45)c3c(=O)n12	93	111	66	107	.	89	106	149
C/C(=N\NC(=O)c1ccncc1)c1ccc(F)cc1	107	118	103	109	110	121	109	123
Clc1ccccc1-c1ccc(-c2nn3c(Cc4ccccc4)nnc3s2)o1	101	97	87	122	93	98	100	108
Cn1c(=O)c2nc(CCC(=O)NC3CCCCC3)c(=O)[nH]c2n(C)c1=O	107	109	90	114	92	101	108	102
CC(C)CNCC(=O)Nc1cccc(C(=O)OC(C)C)c1	.	109	87	117	.	102	80	88
Cc1cnc(-c2ccc(-c3ccc(NC(=O)Nc4c(F)cc(F)cc4F)cc3F)c3c2C(=O)NC3)[nH]1	50	22	50	22	.	3.3*	23	84
C/C(=C(/c1ccc(O)cc1)c1ccc(OCCN(C)C)cc1)c1ccccc1	89	102	65	69	85	84	90	82
O=NN(Cc1cccnc1)C(=O)NC1CCCCC1	96	103	90	102	94	99	108	114
CCOC(=O)c1c2c(n(-c3ccc(F)cc3)c1-c1ccccc1)C=CCC2	93	92	79	94	74	99	97	89
COCCNC(=O)c1ccc(-c2nc3ccc4[nH]ncc4c3c3c2CCCC3)cc1	15	-9.3*	8.9*	12	-4.1*	33	32	39
O=C(Cn1[nH]c(=O)c2ccccc2c1=O)OCc1cccc(C(F)(F)F)c1	97	118	105	.	112	87	103	106
N#C/C=C1/SCC(=O)N1CC(=O)N1CCN(c2cc3c(cc2F)c(=O)c(C(=O)O)cn3C2CC2)CC1	106	.	90	106	93	102	100	103
COc1ccc(Cn2c(SC)nc(=O)n(Cc3ccc(F)cc3)c2=O)cc1	97	102	69	101	79	99	99	.
COc1ccc2c(c1OC)C(=O)OC2C1c2c(c(COC(=O)C(NC(=O)OC(C)(C)C)C(C)C)c3c(c2OC)OCO3)CCN1C (configuration not stated)	91	130	74	96	89	100	99	104
CCCCCCCCC(=O)C(=O)c1ccc(O)c(C)c1O	92	106	57	.	78	82	98	104
COc1ccc(-c2nnc(/C=C/c3cn(-c4ccccc4)nc3-c3ccccc3)o2)cc1OC	97	99	79	96	.	96	104	118
Nc1cc2c(cc1[N+](=O)[O-])-c1ccccc1/C2=N\O	50	.	41	65	.	89	75	52
COc1cc(-c2nn(-c3ccc(Cl)cc3Cl)cc2CO)ccc1O	109	93	76	122	.	92	100	110
Cc1nn(-c2ccccc2)c2c1C1C(=C(c3ccc(F)cc3)N2)C(=O)N(Cc2ccccc2)c2ccccc21 (configuration not stated)	106	75	71	88	83	84	97	131
O=Cc1csc2ccccc12	98	111	97	100	103	101	112	108
O=C1CCCC1[n+]1ccccc1 (configuration not stated)	105	126	90	121	92	104	82	79
COc1ccc(CN2CCCN(Cc3ccc(OC)cc3)C2c2ccccc2)cc1	95	88	72	89	92	90	91	98
OCCN(Cc1cccnc1)Cc1ccccn1	113	111	63	98	88	97	99	117
O=C(/C=C/c1ccco1)Nc1ncc(Cc2cc(Cl)ccc2Cl)s1	36	10	37	-2.8*	36	30	31	52

Full records, quoted from the list. Values in the order: ACHN	A498	UO-31	RXF 393	CAKI-1	SN12C	786-0	TK-10
`OCCN(Cc1cccnc1)Cc1ccccn1` is listed as 113	111	63	98	88	97	99	117
`O=C(/C=C/c1ccco1)Nc1ncc(Cc2cc(Cl)ccc2Cl)s1` is listed as 36	10	37	-2.8*	36	30	31	52
`COc1ccc(CN2CCCN(Cc3ccc(OC)cc3)C2c2ccccc2)cc1` is listed as 95	88	72	89	92	90	91	98

Continued:
SMILES	ACHN	A498	UO-31	RXF 393	CAKI-1	SN12C	786-0	TK-10
O=S(=O)(Oc1ccc(Br)cc1)c1ccccc1	100	102	82	106	104	101	96	88
CCOc1cc(/C=N/N=C2c3ccccc3-c3ccccc32)ccc1O	86	92	80	80	94	81	112	97
c1ccc2cc(C[n+]3ccn(CCn4cc[n+](Cc5ccc6ccccc6c5)c4)c3)ccc2c1	94	.	86	106	95	51	95	96
N#CCN1CCCCC1	102	79	90	108	98	104	105	90
CC12CC3CC1C(C(=O)O2)C3C(=O)O (configuration not stated)	105	106	94	109	102	105	108	95
COc1ccc2nc(C)cc(Nc3ccccc3O)c2c1	-39*	90	-56*	-42*	-0.1*	-23*	-67*	21
O=c1[nH]cccc1O	72	119	78	107	70	97	95	112
COc1cc(-c2cc(-c3nnc(/C=C/c4ccc5c(c4)OCO5)o3)[nH]n2)cc(OC)c1OC	86	107	77	131	96	89	90	145
O=C1OCN(c2ccc(Cl)cc2)c2ccccc21	100	89	73	118	96	102	95	.
CCCC(=O)Oc1ccc(C(C)C)cc1	108	94	93	111	100	101	101	97
Clc1ccc(C2=N[C@H]3CCC[C@@H]3N(c3ccccc3)C(C(Cl)Cl)=N2)cc1	96	113	85	82	.	107	96	100
CCCC1c2ccc(O)cc2Oc2nc(N)c(C#N)c(N)c21 (configuration not stated)	93	86	91	.	92	93	100	.
CCN(CC)c1ccc2c(c1)Oc1nc(N)c(C#N)c(N)c1C2Sc1ccc(F)cc1 (configuration not stated)	-91*	-1.9*	-99*	.	-82*	-78*	-84*	-34*
Cc1ccc(S(=O)(=O)Nc2nnc(C(C)C)s2)cc1	105	.	93	.	97	99	102	98
CCOC(=O)Nc1c(C)cc(C)cc1C	110	100	86	107	94	108	96	108
C=C1C2CC[C@@]3(CC[C@@H]4[C@@]5(C)CCC[C@@]4(C=[N+](CCO)C5)[C@@H]3C2)[C@@H]1O	98	73	84	114	102	99	107	97
O=C(/C=C/c1ccccc1)c1ccc(N=Cc2ccccc2)cc1	107	99	62	100	102	99	94	88
NC(=O)c1c(NC(=O)Nc2ccc(F)c(Cl)c2)sc2cc(O)ccc12	57	87	51	113	64	64	79	81
CCCCCCn1cc(COC(=O)[C@]2(C)CCC[C@]3(C)[C@H]4C[C@H]5C(C(C)C)=C[C@]4(CC[C@H]32)[C@@H]2C(=O)OC(=O)[C@@H]25)nn1	108	108	90	93	.	94	99	88
O=C(O)Cn1ccc2ccccc21	100	110	76	114	.	113	101	153

An excerpt from above, reduced to 786-0 and TK-10:
Molecule | 786-0 | TK-10
NC(=O)c1c(NC(=O)Nc2ccc(F)c(Cl)c2)sc2cc(O)ccc12 | 79 | 81
O=C(O)Cn1ccc2ccccc21 | 101 | 153
Clc1ccc(C2=N[C@H]3CCC[C@@H]3N(c3ccccc3)C(C(Cl)Cl)=N2)cc1 | 96 | 100
CCOC(=O)Nc1c(C)cc(C)cc1C | 96 | 108
Cc1ccc(S(=O)(=O)Nc2nnc(C(C)C)s2)cc1 | 102 | 98

Additional results follow.
SMILES	ACHN	A498	UO-31	RXF 393	CAKI-1	SN12C	786-0	TK-10
COC(=O)c1ccccc1NC(=O)Nc1ccc(Cl)cc1	99	87	89	102	93	95	85	97
CCCCCCCCCCC(O)CN1CCN(c2ccccc2)CC1 (configuration not stated)	114	77	81	108	92	101	98	118
Nn1c(-c2cccc(O)c2)nnc1-c1cccc(O)c1	101	126	66	127	90	94	108	112
Cn1c(N2CCOCC2)nc(-c2ccco2)c(C#N)c1=O	104	112	88	101	77	144	114	99
O=C([C@H]1C[C@H]1c1ccc(C(F)(F)F)cc1)N1CCN(C2CCOCC2)CC1	100	98	82	103	91	103	102	100
CC(C)=CC(N)=O	107	99	90	108	89	103	101	104
CCN(CC)CCN1C(=O)c2cccc3c(-c4ccc(-c5nc6c7ccccc7c7ccccc7c6[nH]5)cc4)ccc(c23)C1=O	99	100	86	.	86	93	62	81
Cc1ccc(OC(=O)c2ccccc2)cc1	117	96	97	107	114	109	112	98
CCC(C)Nc1ccc(NC(C)CC)cc1 (configuration not stated)	86	97	84	82	96	20	74	107
COc1cccc2c(=O)c3c(sc12)c(NCCCNCCO)nc1ccccc13	34	15	27	44	48	56	56	59
Nc1cc(S(=O)(=O)O)cc2cc(S(=O)(=O)O)c(N=Nc3ccccc3)c(O)c12	103	109	96	101	130	96	110	100
CC/C(=C/c1c(O)cccc1OC)c1ccc2c(OC)cccc2[o+]1	99	102	94	.	.	97	101	121
NCCCCC1(CCCCN)OCCO1	110	.	80	113	103	103	104	110
O=S(=O)(O)CCc1ccncc1	99	89	97	112	99	114	.	105
COc1cc2c(cc1OC)C(=O)OC(=O)C2	97	97	89	101	100	102	105	102
Cc1ccc(C(=O)CSc2nnc3sc(Nc4cccc(Cl)c4)nn23)cc1	94	86	81	96	86	93	98	105
Nc1cc(-c2cccc(C(=O)NCc3ccc4c(c3)OCO4)c2)ccn1	97	106	72	.	92	104	97	103
O=C(NC(=S)N1CCOCC1)c1ccccc1	110	86	83	.	100	99	105	101
Cc1ccc(Nc2ncnc3c2c(C)nn3-c2ccccc2)cc1	99	.	98	97	97	98	89	113
N/C(=N\OC(=O)Nc1ccc(CSc2ccc(Cl)cc2)o1)c1ccccn1	113	110	100	126	110	96	113	118

The list goes on; the last 4 above are carried over.
SMILES	ACHN	A498	UO-31	RXF 393	CAKI-1	SN12C	786-0	TK-10
Nc1cc(-c2cccc(C(=O)NCc3ccc4c(c3)OCO4)c2)ccn1	97	106	72	.	92	104	97	103
O=C(NC(=S)N1CCOCC1)c1ccccc1	110	86	83	.	100	99	105	101
Cc1ccc(Nc2ncnc3c2c(C)nn3-c2ccccc2)cc1	99	.	98	97	97	98	89	113
N/C(=N\OC(=O)Nc1ccc(CSc2ccc(Cl)cc2)o1)c1ccccn1	113	110	100	126	110	96	113	118
O=C(Nc1ncc(Cc2cc(Cl)ccc2Cl)s1)C1CCCCC1	97	96	66	86	80	95	92	94
Cn1cccc1-c1nc2c3c(ccc2[nH]1)C(=O)c1ccccc1C3=O	81	89	59	93	96	92	103	99
C=CCn1c2c(c3ccccc31)CCC2	98	105	87	114	95	98	105	118
CCCCCOC(=O)c1ccc(NC(=O)CNCC(C)C)cc1	.	72	66	90	.	94	100	98
O=[N+]([O-])c1c(Cl)c(Cl)c(O)c(Cl)c1Cl	122	103	97	128	110	101	111	121
CCOC(=O)c1noc(-c2ccc(C)cc2)c1C(=O)c1ccc(C)cc1	97	94	92	104	90	97	94	84
CC(=O)[C@H]1C[C@]23CC[C@]4(C)[C@H](CC[C@@H]5[C@@]6(C)C/C(=C/c7ccc(C(F)(F)F)cc7)C(=O)C(C)(C)[C@@H]6CC[C@]54C)[C@H]2[C@H](C)C1(C)OC3	99	.	87	97	83	89	96	93
CN(C)c1ccc(/C=C/c2cc[n+](C)c(/C=C/c3ccc(N(C)C)cc3)c2)cc1	15	-10*	-11*	28	-4.6*	14	23	0.2*
CCCc1[nH]nc2c1C(c1cc3c(cc1[N+](=O)[O-])OCO3)C(C#N)=C(N)O2 (configuration not stated)	101	107	85	117	86	106	103	126
O=C(N=Nc1c(O)[nH]c2ccc(Cl)cc12)c1cc2ccccc2[nH]1	94	.	77	106	85	96	107	118
Nc1ccc(F)c(C(F)(F)F)c1	99	99	96	82	95	95	108	97
NC(CCl)=NCCCC[C@H](N)C(=O)O	97	103	95	91	94	101	100	106
CC(=O)OCC1O[C@@H](OC(C)=O)[C@@H](NC(=O)NS(=O)(=O)c2ccc([N+](=O)[O-])cc2)C(OC(C)=O)[C@@H]1OC(C)=O (some centres not stated)	105	73	93	106	97	99	97	94
CC(C)(C)[Si](C)(C)OCC1OC(n2cnc3c(N)ncnc32)C2OC(=S)OC12 (configuration not stated)	111	102	84	97	99	89	109	100
Nc1c(C(=O)c2ccc3c(c2)OCO3)sc2nc3c(cc12)CN(Cc1ccccc1)CC3	78	94	96	68	77	82	97	95
O=C(CCc1ccccc1)CCc1ccccc1	98	97	77	110	94	104	104	103
N#C/C(=C(\CCCO)NC(CCC(=O)O)C(=O)O)c1nc2ccc(Br)cc2c(=O)[nH]1 (configuration not stated)	108	127	82	113	239	107	98	142

High-throughput results from PubChem.
